Compound activity (PubChem BioAssay)
Shiga toxin inh – A qHTS for Small Molecule Inhibitors of Shiga Toxin; Vero cells, Shiga toxin protein synthesis inhibition reporter; inhibition, % at 38.7 µM; 290,000 tested, 9.2% active; AID 2315, 2010; in the data active = inhibition mostly above about 28%, no sharp cut-off; inactive = mostly below about 43%; also: 0% is about no effect
AMA1-RON2 inh – qHTS for Inhibitors of AMA1-RON; Towards Development of Antimalarial Drug Lead: Primary Screen; Plasmodium falciparum AMA1 (3D7) - RON2 peptide interaction; AlphaScreen AMA1-biotinylated RON2 peptide binding; Potency, µM (highest dose often 58.2 µM), for the others: at the top dose activity change, negative = inhibition, actives largely listed as inhibitors; 360,000 tested, 0.2% active; AID 720542, 2013;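 also: potency is read from the fitted curve at half-maximal effect; 0% = vehicle wells and -100% = peptide control; nearly all actives have a fitted effect of over 45% in size; some results filed as inactive show a strong effect at the top dose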
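AMA1 (3D7) with his tag at 25 nM final met compounds first, then biotinylated RON2 peptide at 25 nM; detection used donor plus acceptor beads, 10 µg/mL apiece, read by AlphaScreen after 30 min at room temperature.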
FBPA Giardia inh – qHTS Assay for Inhibitors of Fructose-1,6-bisphosphate Aldolase from Giardia Lamblia. 290,000 tested, 0.71% active. Potency, µM (highest dose often 59.6 µM), for inactives: top-dose activity, negative = inhibition, actives largely listed as inhibitors. A8B2U2. purified Giardia FBPA. AID 2451, 2010; also: potency is read from the fitted curve at half-maximal effect; % is scaled to controls: 0 for no effect and ±100 for the full control effect; nearly all actives have a fitted effect of over 55% in size
Target sequence (A8B2U2 whole entry, looked up): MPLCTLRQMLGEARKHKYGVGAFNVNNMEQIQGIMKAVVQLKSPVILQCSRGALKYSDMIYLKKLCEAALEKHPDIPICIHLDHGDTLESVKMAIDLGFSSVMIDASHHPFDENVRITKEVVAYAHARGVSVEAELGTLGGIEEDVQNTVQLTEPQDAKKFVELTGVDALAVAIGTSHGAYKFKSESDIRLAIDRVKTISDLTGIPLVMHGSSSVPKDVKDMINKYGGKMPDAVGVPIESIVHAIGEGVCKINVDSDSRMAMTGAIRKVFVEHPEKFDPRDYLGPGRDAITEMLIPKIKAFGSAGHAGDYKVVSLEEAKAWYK
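Giardia FBPA (40 nM reagent) was preincubated 10 min at RT with compound (up to 57.5 uM final), then substrate plus GAPDH/TPI/NAD/arsenate coupling system with diaphorase/resazurin was added; resorufin fluorescence (525/598 nm) was read after 20 min.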
Cycloheximide cs – Cycloheximide Counterscreen for Small Molecule Inhibitors of Shiga Toxin; max response, %; AID 2314, 2010; 300,000 tested, 12% active; cell reporter, cycloheximide protein synthesis inhibition counterscreen; in the data active = max response mostly above about 13%, no sharp cut-off; inactive = mostly below about 14%; also: read at 38.3 µM for the half of the compounds with a filed dose; 0% is about no effect
AmpC detergent – qHTS Inhibitors of AmpC Beta-Lactamase (assay with detergent) | 370,000 tested, 0.041% active | Potency, µM (doses to about 114 µM), without a hit: at the highest dose activity change, negative = inhibition, actives largely listed as inhibitors | P00811 | AID 485294, 2010 | AmpC hydrolysis of nitrocefin, absorbance 480 nm, 0.01% Triton;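 also: potency is read from the fitted curve at half-maximal effect; 0% = no-compound wells and -100% = no-enzyme wells; nearly all actives have a fitted effect of over 25% in size; some results filed as inactive show a strong effect at the top dose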
Target sequence (P00811 whole entry, looked up): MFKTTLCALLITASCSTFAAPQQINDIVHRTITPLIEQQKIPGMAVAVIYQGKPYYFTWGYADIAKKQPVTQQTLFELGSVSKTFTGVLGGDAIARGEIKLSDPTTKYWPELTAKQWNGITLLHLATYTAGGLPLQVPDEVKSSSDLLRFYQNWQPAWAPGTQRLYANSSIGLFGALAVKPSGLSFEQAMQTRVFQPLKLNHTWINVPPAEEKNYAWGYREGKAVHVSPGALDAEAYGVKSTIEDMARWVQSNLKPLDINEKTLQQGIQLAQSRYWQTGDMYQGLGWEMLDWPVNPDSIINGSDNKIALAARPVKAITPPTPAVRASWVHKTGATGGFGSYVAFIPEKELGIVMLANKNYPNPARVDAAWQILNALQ
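AmpC (5.3 nM in the dispensed reagent) in 20 mM phosphate pH 7.0 with 0.01% (detergent screen) or 0.0001% Triton X-100 was preincubated with compounds for 15 min at room temperature. Nitrocefin was then added from an 800 uM solution, and hydrolysis was followed at 480 nm.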
AmpC no deterg – qHTS Inhibitors of AmpC Beta-Lactamase (assay without detergent) | AmpC nitrocefin hydrolysis, absorbance 480 nm, 0.0001% Triton | Potency, µM (top dose mostly 57.1 µM), for the others: top-dose activity change, negative = inhibition, hits mostly inhibitors | 330,000 tested, 0.52% active | AID 485341, 2010;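 also: potency is read from the fitted curve at half-maximal effect; plate controls were no compound for no effect and no enzyme for full effect; nearly all actives have a fitted effect of over 20% in size; some results filed as inactive show a strong effect at the top dose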
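AmpC (5.3 nM in the dispensed reagent) in 20 mM phosphate pH 7.0 with 0.01% (detergent screen) or 0.0001% Triton X-100 was preincubated with compounds for 15 min at room temperature. Nitrocefin was then added from an 800 uM solution, and hydrolysis was followed at 480 nm.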
HCMV inh – qHTS Assay for inhibitors of the human cytomegalovirus (HCMV). HFF cells, HCMV-luciferase reporter, 72 h; stronger effect = lower value. activity change, negative = inhibition, % at 57.5 µM. 410,000 tested, 4.5% active. AID 1259415, 2018; in the data active = activity change below about -60%; inconclusive = no clear call, values can overlap the other calls; inactive = above about -39%; also: % is scaled to controls: 0 for no effect and ±100 for the full control effect
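Steps: HFFs plated, 16 h 37C; compounds added; HCMV-luciferase added to MOI 1 PFU/cell; 72 h 37C; OneGlo reagent, 5 min room temperature; luminescence read, normalized to controls.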
An asterisk follows results filed as active; u = inconclusive; x = not tested or not shown; & = joins results of further samples; [ ] = dose if it differs, or a comment. Unless noted, calls follow the shape of the dose curve; as a rule, active = well fitted curve in the direction sought with a large enough effect; inconclusive = small, poorly fitted or top-dose-only effect, or another doubt; inactive = no such curve, though single readings can be large; an effect the other way counts as inactive or inconclusive.

The line under a structure holds: Shiga toxin inh	AMA1-RON2 inh	FBPA Giardia inh	Cycloheximide cs	AmpC detergent	AmpC no deterg	HCMV inh
COC(=O)c1c(C)oc2ccc(N(C(=O)c3ccncc3)S(=O)(=O)c3ccc(C)cc3)cc12
 : 24.7	-2.7%	-9.9%	-2.1	u	86.3%[activator]	x
COC(=O)C1=C(C)N(Cc2ccco2)C(=O)N[C@@H]1c1ccco1
 : x	-5.1%	0.3%[12.9 µM]	x	x	x	-29.5
CCOC(=O)c1sc(NC(=O)c2cc(-c3ccccc3)nc3ccccc23)c(C#N)c1C
 : -8.6	-0.9%	-8.6%	-2.0	u	-39.9%	-95.0*
FC(F)(F)c1cnc(Oc2cccc3ccccc23)c(Cl)c1
 : 20.9	-22.0%	-6.0%	1.5	-4.5%	-30.1%	17.0
CCOc1ncccc1C(=O)OCC(=O)Nc1ccc(C)c(S(=O)(=O)N(C)C)c1
 : -21.8	9.0%	0.9%	8.5	-6.1%	-6.1%	-30.2
Fc1cccc(Nc2c3c(nc4ccccc24)CCC3)c1
 : -10.4	5.0%	-10.1%	-2.8	0.1%	-20.4%	-25.2
O=C(NC(=S)N1CCCCC1)C12CC3CC(CC(C3)C1)C2
 : -6.3	69.7%[activator]	2.3%	-3.6	2.0%	-10.6%	10.6
CCN(C(=O)COC(=O)c1cccnc1Nc1cccc(C(F)(F)F)c1)C1CCS(=O)(=O)C1 (stereo unspecified)
 : 50.8*	44.8%[activator]	-7.1%	41.9*	-3.9%	362.5%[activator]	64.3
CC(C)Oc1ccc(C(=O)NCc2cccnc2)cc1
 : -7.1	4.3%	1.9%	0.1	-8.9%	-12.5%	-17.9
O=C(CN1CCCC1)Nc1ccc([N+](=O)[O-])cc1
 : -7.2	46.1%[activator]	2.8%	-4.4	-0.1%	-24.9%	-29.3
O=C(COc1ccc2ccccc2c1)N1CCN(c2ccccc2)CC1
 : x	0.6%	x	x	-0.2%	-14.3%	-19.7
COc1cc(OC)cc(C(=O)Nc2nc(CC(=O)NC(C)c3ccccc3)cs2)c1 (stereo unspecified)
 : x	-5.1%	x	x	0.0%	-20.5%	-13.5
CCn1c(C)nc2cc(C(=O)N3N=C(CCOC)CC3(O)C(F)(F)F)ccc21 (stereo unspecified)
 : 27.1	102.1%[activator]	4.8%	12.8	5.5%	-5.3%	31.2
CCOC(=O)CC(=O)CSC1=C(C#N)C(c2ccccc2OC)CC(=O)N1 (stereo unspecified)
 : -12.9	1.0%	u	-3.6	u	-37.0%	3.0
COc1ccc(OCCSc2n[nH]c(N)n2)cc1
 : 48.5	-2.6%	5.1%	31.2*	4.5%	-16.7%	75.5
NS(=O)(=O)c1cccnc1Nc1cccc(C(F)(F)F)c1
 : 46.6	-6.0%	-0.6%	4.6	-0.8%	x	79.6
NC(=O)[C@H]1CC2(CC(c3cccc(NC(=O)COc4ccc(Cl)cc4)c3)=NO2)CN1C(=O)c1ccc(Cl)cc1 (stereo partly specified)
 : 15.8	20.4%	-15.9%	7.3	-9.7%	121.8%[activator]	u
Cc1ccc(NC(=O)CN2CCN(Cc3ccccc3)CC2)cc1
 : -3.1	-0.1%	5.5%	0.8	-13.3%	9.7%	-22.6
CC1CC(NC(=O)c2cnc3n(c2=O)CCS3)CC(C)(C)C1 (stereo unspecified)
 : -7.0	-4.0%	2.3%	-2.3	5.0%	-2.7%	-8.1
CC(NC(=O)Cc1ccc(F)cc1)c1ccc(F)cc1 (stereo unspecified)
 : -12.2	5.3%	2.6%	-3.6	-2.7%	-33.4%	-29.5
CCOc1ccc(CCNC(=O)COC(=O)c2cccc(S(=O)(=O)N3CCCC3)c2)cc1OCC
 : x	-9.3%	x	x	u	u	6.0
CCCS(=O)(=O)N1CCCC(C(=O)NCCN2CCCCC2C)C1 (stereo unspecified)
 : 1.8	-15.0%	0.7%	-3.1	1.2%	-11.3%	3.3
COc1ccccc1N1C(=NC(=O)COc2ccccc2)SC2CS(=O)(=O)CC21 (stereo unspecified)
 : -1.7	-15.4%	x	0.9	-1.7%	4.8%	-13.6
Cc1cccc(N2CCN(S(=O)(=O)c3ccc4c(c3)CCCN4C(=O)C3CCC3)CC2C)c1 (stereo unspecified)
 : -6.1	6.8%	x	8.2	-4.3%&2.2%	20.8%	-29.2&-3.2
CCOC(=O)N1CCN(C(=O)c2nn(-c3ccc(C)cc3)c(=O)c3c2c2ccccc2n3C)CC1
 : -16.9	1.9%	-1.2%	-1.6	-2.2%	-13.8%	-34.3
Cc1ccccc1CN1CCN(C(=O)c2cccc3ccccc23)CC1
 : -16.7	25.1µM*	u	-1.9	-14.5%	48.0%	-19.9
CC(=O)Nc1ccc(S(=O)(=O)Nc2nc3ccccc3nc2N2CCc3ccccc3C2)cc1
 : 103.0*	-0.1%	16.1%	46.6*	-11.1%	0.0%	218.7
CCOC(=O)c1c(C)[nH]c(NC(=O)Nc2ccc(NC(C)=O)cc2)c1C
 : -9.9	6.4%	3.0%	7.4	0.4%	-7.6%	17.6
O=C(Nc1ccc(Cl)c([N+](=O)[O-])c1)C(NCCCO)c1ccccc1 (stereo unspecified)
 : 1.2	-5.5%	2.3%	-4.6	-13.3%	-17.4%	17.0
N#CCCn1nnc(-c2ccccc2F)n1
 : -15.9	0.0%	0.2%	-3.5	u	-13.8%	54.8
C=CCOc1ccc(/C(O)=C2\C(=O)C(=O)N(CCCOC)C2c2ccc(O)c(OC)c2)cc1 (stereo unspecified)
 : -6.9	-16.1%	3.6%	-3.5	6.7%	-14.0%	24.4
O=C(CNC(=O)c1cccc(Br)c1)N/N=C/c1cccs1
 : -2.9	6.6%	3.1%	-2.7	u	-27.9%	-18.7
Cc1nn(CC(=O)NC2CCC(C)CC2)c(C)c1[N+](=O)[O-] (stereo unspecified)
 : x	0.0%	x	x	5.2%	-13.7%	3.5
CC(Sc1nc(-c2ccccc2)cc(C(F)(F)F)n1)C(=O)N1CCC(C(N)=O)CC1 (stereo unspecified)
 : 6.9	-3.4%	-4.1%	-3.1	u	172.4%[activator]	16.0
COc1ccc(CNC(=O)C[C@H]2C(=O)N(CCc3ccccc3)C[C@@H]2Cc2ccccc2)cc1
 : -2.4	2.2%	-0.4%	-1.9	-8.4%	149.6%[activator]	3.5
CCOC(=O)C1=C(O)C(=O)N(C2CCCCC2)C1
 : 0.7	21.5%	-0.5%	-2.8	-4.8%	-10.3%	-13.7
Cc1cc(C)n2nc(C(=O)OCC(=O)Nc3ccc(C)c(S(=O)(=O)N4CCOCC4)c3)nc2n1
 : x	0.3%	x	x	x	14.6%	13.3
CCc1nn(CC(=O)N2CCC3(CC2)OCCO3)c(=O)c2cc3ccccc3n12
 : 10.0	-2.1%	-2.2%	0.6	u	10.7%	-13.9
Cc1c(C(=O)NCC2CCCO2)oc2ccc(S(=O)(=O)N3CC(C)CC(C)C3)cc12 (stereo unspecified)
 : -15.0	-5.1%	3.6%	-1.6	-2.0%	-1.9%	-12.7
CCSc1nnc(NC(=O)C2CCN(S(=O)(=O)c3c(C)c(C)cc(C)c3C)CC2)s1
 : -11.6	x	-1.6%	-6.2	-5.3%	-31.5%	x

Compound profiles, from the list above. Order of screens: Shiga toxin inh, AMA1-RON2 inh, FBPA Giardia inh, Cycloheximide cs, AmpC detergent, AmpC no deterg, HCMV inh
CC(Sc1nc(-c2ccccc2)cc(C(F)(F)F)n1)C(=O)N1CCC(C(N)=O)CC1 (stereo unspecified) is entered as 6.9, -3.4%, -4.1%, -3.1, u, 172.4%[activator], 16.0
Cc1cc(C)n2nc(C(=O)OCC(=O)Nc3ccc(C)c(S(=O)(=O)N4CCOCC4)c3)nc2n1 is entered as x, 0.3%, x, x, x, 14.6%, 13.3
COc1ccc(CNC(=O)C[C@H]2C(=O)N(CCc3ccccc3)C[C@@H]2Cc2ccccc2)cc1 is entered as -2.4, 2.2%, -0.4%, -1.9, -8.4%, 149.6%[activator], 3.5

Next section.
The line under a structure holds: Shiga toxin inh	AMA1-RON2 inh	FBPA Giardia inh	Cycloheximide cs	AmpC detergent	AmpC no deterg	HCMV inh
Cc1ccc(S(=O)(=O)N(C)C)cc1-n1c(SCC(=O)N(C)C)nc2ccccc2c1=O
 : -9.8	1.0%	0.3%	14.6	-8.1%	42.6%	-20.8
O=C(Nc1ccc2c(c1)OCO2)C1CCN(C(=O)c2ccc(Cl)cc2)CC1
 : -3.3	-14.6%	4.5%	1.1	-0.1%	13.5%	1.4
CCOC(=O)c1cc(CC)sc1NC(=O)COc1ccc2c(C)cc(=O)oc2c1
 : -9.4	6.8%	1.3%	-1.2	u	-10.1%	15.1
O=C(Cn1ncc2c1-c1ccccc1OC2)N1CCc2ccccc21
 : -6.4	-6.2%	-4.1%	1.3	u	-10.0%	-1.1
CCOc1ccc(NC(=O)CN2C(=O)c3ccccc3C2=O)cc1
 : -5.7	-8.6%	5.8%	-1.3	-18.4%	-7.3%	-15.9
CCOC(=O)c1oc2ccccc2c1COC(=O)CNC(=O)c1cc(OC)c(OC)c(OC)c1
 : x	-2.6%	x	x	-13.1%	7.7%	-19.6
O=C(ONC1=NCCCCC1)c1ccc([N+](=O)[O-])cc1
 : -6.4	-4.9%	0.0%	-2.1	0.2%	-19.2%	-16.4
NNC(=O)c1ccc(COCC(F)(F)F)cc1
 : -3.4	38.1%[activator]	0.1%	8.0	-0.8%	-12.5%	55.2
O=C(c1ccco1)N(Cc1ccccc1)Cc1ccccn1
 : -3.7	18.7%	0.2%	1.0	0.5%	24.6%	-25.0
Cn1c(SCc2c(F)cccc2Cl)nc2ccccc2c1=O
 : x	3.4%	x	x	-1.9%	-10.3%	u
C=CCNC(=O)CN(CCc1ccccc1)S(=O)(=O)c1ccccc1
 : -1.9	-13.1%	9.0%	-3.3	-1.3%	23.5%	4.6
Cc1c(-c2ccc(/C=N/NC(=O)C(=O)Nc3ccccc3F)o2)cccc1[N+](=O)[O-]
 : 11.4	14.6%	4.0%	-2.5	-1.6%	-14.6%	98.7
Cc1nc2cc(C(=O)N3CCC4(CC3)OCCO4)ccc2n1-c1ccc(Br)cc1
 : 27.4	4.2%	0.2%	-1.8	0.3%	137.4%[activator]	-10.3
O=C1CCCc2[nH]c3cccc(/C(=C/c4ccccc4)c4ccccc4)c3c21
 : 1.4	-10.0%	-3.5%	-3.5	-8.1%	-20.7%	-31.9
O=C(CSc1nnc(COc2ccc(Cl)cc2)o1)N1CCOCC1
 : 1.0	-4.0%	1.9%	-5.0	-7.8%	26.8%	u
